NPSR antag: antagonists of human neuropeptide S receptor cAMP signaling; Q6W5P4; CHO-NPSR cells, cAMP TR-FRET, antagonist mode; Potency, µM (titrated, usually from 38.3 µM), for the others: at the top dose activity change, negative = inhibition, hits mostly inhibitors; 1% of 220,000 active; note: % is set by controls: 0 for no effect and ±100 for the full control effect; nearly all actives have a fitted effect of over 50% in size; many of its hits are not listed in these tables
Target sequence (Q6W5P4 whole entry, looked up): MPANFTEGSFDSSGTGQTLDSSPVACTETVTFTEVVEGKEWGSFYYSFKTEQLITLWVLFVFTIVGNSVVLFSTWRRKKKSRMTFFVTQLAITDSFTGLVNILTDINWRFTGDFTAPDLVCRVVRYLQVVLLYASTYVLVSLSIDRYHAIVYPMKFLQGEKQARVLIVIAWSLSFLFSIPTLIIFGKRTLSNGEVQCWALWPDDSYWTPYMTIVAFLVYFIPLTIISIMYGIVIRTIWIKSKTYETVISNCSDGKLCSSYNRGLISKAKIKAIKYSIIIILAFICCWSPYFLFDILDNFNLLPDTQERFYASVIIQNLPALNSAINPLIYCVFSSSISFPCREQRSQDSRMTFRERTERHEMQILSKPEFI
IMPase Li cell: membrane-permeable IMPase blocker, potentiated with lithium. CHO-M1 cells, IP1 TR-FRET (IP-One), carbachol + lithium. Potency, µM (highest dose often 59.4 µM), without a hit: at the highest dose activity, negative = IMPase inhibition, most hits filed as inhibitors. AID 1457. 0.35% of 210,000 active;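 note: IP1 builds up when IMPase is blocked and the TR-FRET signal falls; plate controls were basal vehicle for no effect and high inhibitor control for full effect; nearly all actives have a fitted effect of over 50% in size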
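Lithium-sensitised IP1 accumulation assay; M1-expressing CHO cells treated 30 min at 37C with compound. Competitive antibody detection by time-resolved FRET followed a 10 min room-temperature lysis step.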
JMJD2E inh: blocks human JMJD2E demethylase activity | B2RXH2 | JMJD2E catalytic domain, FDH-coupled NADH fluorescence (FDH is formaldehyde dehydrogenase) | Potency, µM (series often up to 57.1 µM), for inactives: at the highest dose activity change, negative = inhibition, most hits filed as inhibitors | 1.6% of 230,000 active | AID 2147; active = well fitted inhibition curve with a large enough effect, not every such curve was filed as active; inconclusive = small, poorly fitted or top-dose-only effect, or another doubt; inactive = no such curve, though single readings can be large or run the other way;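 note: 0% = wells with enzyme and -100% = buffer wells without enzyme; nearly all actives have a fitted effect of over 50% in size; many of its hits are not listed in these tables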
GoLoco inh red: blocks human Gai1 binding to RGS12 GoLoco peptide, red readout; Gai1:RGS12 GoLoco peptide FP, rhodamine, 10 min; Potency, µM (highest dose often 61.6 µM), for the others: at the top dose activity, negative = inhibition, hits mostly inhibitors; 0.44% of 230,000 active; AID 880; active = well fitted inhibition curve with a large enough effect, not every such curve was filed as active; inactive = no such curve, though single readings can be large or run the other way; note: % is set by controls: 0 for no effect and ±100 for the full control effect; nearly all actives have a fitted effect of over 30% in size; many of its hits are not listed in these tables
RECQ1 inh: inhibitors of human RECQ1 DNA helicase | P46063 | RECQ1 DNA unwinding, red fluorescence kinetic read | Potency, µM (highest dose often 57.3 µM), for inactives: at the top dose activity, negative = inhibition, most hits filed as inhibitors | 0.54% of 240,000 active;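 note: plate controls were vehicle for no effect and no enzyme for full effect; nearly all actives have a fitted effect of over 30% in size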
Target sequence (P46063 whole entry, looked up): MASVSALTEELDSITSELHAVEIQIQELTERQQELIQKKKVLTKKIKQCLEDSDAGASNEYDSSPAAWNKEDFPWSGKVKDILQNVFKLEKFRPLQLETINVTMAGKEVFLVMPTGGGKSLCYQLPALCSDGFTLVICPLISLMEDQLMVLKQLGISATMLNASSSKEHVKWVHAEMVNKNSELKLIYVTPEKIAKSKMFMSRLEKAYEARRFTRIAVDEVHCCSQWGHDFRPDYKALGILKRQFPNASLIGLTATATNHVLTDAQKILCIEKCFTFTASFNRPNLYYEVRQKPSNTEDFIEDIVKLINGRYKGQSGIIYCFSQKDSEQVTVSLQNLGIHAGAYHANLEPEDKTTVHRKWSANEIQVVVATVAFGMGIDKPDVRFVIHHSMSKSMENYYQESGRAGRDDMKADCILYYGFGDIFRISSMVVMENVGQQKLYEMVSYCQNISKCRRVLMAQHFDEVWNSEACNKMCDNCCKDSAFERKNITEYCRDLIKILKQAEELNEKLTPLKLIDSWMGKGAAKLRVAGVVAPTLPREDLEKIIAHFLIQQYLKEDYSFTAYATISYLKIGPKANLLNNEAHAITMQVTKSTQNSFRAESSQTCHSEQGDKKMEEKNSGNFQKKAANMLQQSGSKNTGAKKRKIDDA
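RECQ1T1 50 nM; forked duplex (20 bp + 30-nt ss tails) 200 nM, ATP 2 mM final; pH 8.0, 2 mM MgCl2, 2.5 ug/ml poly(dI-dC); 15 min compound preincubation; discontinuous kinetic read over 2 h at RT.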
Epigenetic derep: regulators of epigenetic silencing causing reporter derepression in mouse cells; murine LDR cells, GFP reporter derepression, 30 h; Potency, µM (top dose mostly 53.9 µM), without a hit: top-dose GFP activation, most hits filed as activators; 0.2% of 280,000 active; AID 1865; note: % of control where 0% means no effect; nearly all actives have a fitted effect of over 60% in size
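Derepression of a silenced CMV-GFP reporter in murine LDR cells is scored by enumerating GFP-positive cells with a laser-scanning microplate cytometer after 30 hours of treatment at 37 C.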
SMN2 splice enh: enhancers of SMN2 splice variant expression; HEK293 SMN2-luciferase splicing reporter, luminescence, 30-36 h; Potency, µM (titrated, usually from 46.1 µM), for inactives: at the highest dose activity change, positive = activation, hits mostly activators; 2.8% of 210,000 active; AID 1458; note: % of control where 0% means no effect; nearly all actives have a fitted effect of over 55% in size
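qHTS luciferase splicing reporter: luminescence rises when SMN2 exon 7 is included in transfected HEK293 cells. Compound exposure lasted 30-36 h at 37C, with 4.5 mM final sodium butyrate as control, followed by a ONE-Glo read.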
KinaseGlo FLuc: blocks Kinase-Glo luciferase, a counter-screen artifact. Kinase-Glo luciferase, ATP luminescence, 8 min. Potency, µM (highest dose often 38.3 µM), inactives show at the top dose activity change, negative = inhibition, usual class: inhibitors. 0.28% of 200,000 active. AID 1379; note: % is set by controls: 0 for no effect and ±100 for the full control effect; nearly all actives have a fitted effect of over 60% in size
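Compounds were added to a substrate mix at pH 7.2 (50 mM imidazole, 10 uM ATP, within the enzyme's linear range), followed by Kinase-Glo detection reagent; luminescence was measured after 8 minutes at ambient temperature.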
* marks the source's active call; other numbers are inactive results; i = inactive; ? = inconclusive; . = no result given; & = joins results of further samples; [ ] = another dose, or the depositor's remark. Unless noted, calls come from the whole dose curve; as a rule, active = well fitted curve in the direction sought with a large enough effect; inconclusive = small, poorly fitted or top-dose-only effect, or another doubt; inactive = no such curve, though single readings can be large; an effect the other way counts as inactive or inconclusive. Potency is the fitted concentration of half-maximal effect. These rows are one share of the data, so the mix of outcomes need not match the whole.

SMILES	NPSR antag	IMPase Li cell	JMJD2E inh	GoLoco inh red	RECQ1 inh	Epigenetic derep	SMN2 splice enh	KinaseGlo FLuc
CCCCC[C@H](O)/C=C/[C@@H]1[C@H](C/C=C\CCCC(=O)O)[C@@H](O)C[C@H]1O	.	-10.7%&17.0%	3.2%	3.1%&2.6%	15.4%&-4.1%	1.9%&-0.3%	16.8%&5.7%	0.7%
CSc1ccc(CNc2nc3ccccc3n3cnnc23)cc1	-27.0%	.	?	7.4%	0.6%	6.8%	.	.
Cc1cccc(C)c1NC(=O)N1C2CCC1CC(O)(c1cccnc1)C2 (stereo unspecified)	10.3%	2.2%	4.4%	0.4%	-8.2%	0.0%	4.8%	0.2%
Cc1cc(-c2onc(C)c2C(=O)O)no1	-15.6%	.	6.7%	-1.1%	i	-0.3%	.	.
CC(C)Oc1cccc(C(=O)Nc2ccc(CN3CCOCC3)cc2)c1	-4.9%[46.1 µM]	6.8%[38.3 µM]	4.2%	4.5%	-2.9%	-6.1%	-48.4%[inhibitor]	3.1%
CCN(CC(=O)NCc1cccs1)C(=O)c1cccc(S(=O)(=O)N2CCc3ccccc32)c1	-23.2%	4.9%	-4.6%	8.1%	i	5.1%	4.5%	-3.2%
COC(=O)C(O)(CC(=O)Nc1ccc(Cl)cc1F)C(F)(F)F (stereo unspecified)	-1.3%[46.1 µM]	-0.5%[38.3 µM]	3.0%	11.0%	i	-2.1%	-9.1%	2.9%
O=C(c1csnn1)N1CCC2(CCCN(c3ncccn3)C2)CC1	.	5.5%	.	7.1%	-13.0%	.	-8.2%	-0.4%
COc1ccccc1C(=O)Nc1ccccc1N1CCOCC1	-22.7%[46.1 µM]	-0.4%[38.3 µM]	-1.6%	5.0%	-0.6%	-0.3%	-17.9%	-1.2%
Cc1ccc(/C=N/NC(=O)CC(=O)NCc2cccnc2)cc1	-5.0%[46.1 µM]	4.7%	-1.0%	10.5%	-7.1%	0.0%	0.6%	0.0%
O=C(Nc1ccc2c(c1)OCCO2)c1cccnc1	2.1%[46.1 µM]	5.0%[38.3 µM]	2.1%	5.8%	-3.3%	-1.2%	?	-9.8%
CCC(=O)Nc1ccnc(-c2cccnc2)n1	-3.3%[46.1 µM]	-9.4%[38.3 µM]	1.6%	8.0%	-5.1%	1.0%	-21.3%	3.0%
Cc1cc(C)c(S(=O)(=O)c2ccccc2C)c(SCC(C)C)n1	?	26.3%[38.3 µM]	?	-9.3%	-1.2%	-0.6%	-17.2%	3.5%
Cc1cnc(NC(=O)CSc2nnc(COc3c(C)cccc3C)o2)s1	-8.5%	1.1%	5.7%	-4.3%	1.1%	-1.0%	-18.0%	0.6%
CCOc1ccc(S(=O)(=O)Nc2ccc3c(c2)c2c(n3S(=O)(=O)c3ccc(OCC)cc3)CCCC2=O)cc1	-1.5%	-0.4%	5.2%	-2.2%	0.3%	0.0%	5.9%	0.0%
C=CCOC(=O)C1=C[C@@H](c2ccccc2)C[C@@H](OCc2ccc(CO)cc2)O1	49.3%	11.6%	-3.9%	6.9%	-27.3%	3.0%	.	.
CS(=O)(=O)N1CCC2(CC1)CN(c1ccccn1)C2	.	4.7%	.	-1.8%	-2.2%	.	-8.4%	-0.9%
Clc1cccc(Cl)c1CSc1nnc2ccccn12	7.6%[46.1 µM]	-2.9%	5.9%	4.3%	-5.7%	0.0%	?	0.8%
COC(=O)CN1C(=O)N/C(=C/c2ccc(OC)c(C)c2OC)C1=O	-14.1%	-11.3%	-8.4%	1.0%	i	-1.1%	1.2%	0.2%
COc1ccccc1N1CCN(C(=O)c2cc3c(-c4ccc(Cl)cc4)nn(C)c3s2)CC1	-27.5%[46.1 µM]	-3.4%[38.3 µM]	?	-7.4%	-8.0%	0.2%	1.1%	-0.6%
O=C(CN1CCC(Cc2ccccc2)CC1)NC(=O)NCc1ccccc1	-13.3%[46.1 µM]	3.6%	-6.1%	-3.5%	-9.4%	0.0%	0.8%	1.0%
CC(C(=O)Nc1ccc2c(c1)OCO2)N(c1ccc(Cl)cc1)S(C)(=O)=O (stereo unspecified)	-17.6%[46.1 µM]	16.5%[38.3 µM]	-6.0%	-10.6%	-12.5%	2.0%	14.3%	-1.3%
CCN(CC)N=Nc1cccc(NC(C)=O)c1	-20.1%	2.6%	4.7%	5.9%	21.5%	-1.1%	.	-1.6%
N#C/C(=C\c1ccc(Cl)cc1)c1nc2ccccc2o1	-18.5%[46.1 µM]	-0.6%	?	17.6%	-16.3%	0.0%	-8.3%	-0.3%
CN1C[C@@H]2C(c3ccccc3)C3(c4ccc(C#N)cc4)CC2(C3)[C@H]1c1ccccc1 (stereo partly specified)	-20.2%	-0.2%	19.6%&3.6%	5.9%&5.6%	-7.2%&-13.3%	0.2%&1.9%	-6.7%	-1.2%
(next part)
SMILES	NPSR antag	IMPase Li cell	JMJD2E inh	GoLoco inh red	RECQ1 inh	Epigenetic derep	SMN2 splice enh	KinaseGlo FLuc
NC(=O)c1c(NC(=S)Nc2ccccc2)sc2c1CCCC2	-10.3%	-12.4%	-17.9%	0.2%	22.6%	0.8%	18.0%	1.2%
Cn1c(/C=N/NC(=O)c2ccccc2)nc2ccccc21	-14.5%[46.1 µM]	-6.7%[38.3 µM]	?	2.6%	-5.4%	0.0%	-17.1%	-0.4%
O=C(O)c1cc(NN=C2CCN(Cc3ccccc3)CC2)ccc1Cl	-12.5%	.	?	-1.5%	-10.7%	-2.1%	.	.
Cn1nnnc1SCc1cccc2ccccc12	11.7%	-13.7%	4.6%	-6.3%	-0.8%	-8.6%	-11.5%	1.1%
O=C(NC(NC(=S)Nc1c(Cl)cc(Cl)cc1Cl)C(Cl)(Cl)Cl)OCc1ccccc1 (stereo unspecified)	?	22.6%	0.9%	6.3%	-9.2%	3.2%	-43.3%[inhibitor]	0.6%
C#CCNC(=O)C1=C[C@@H](c2cn(C(C)=O)c3ccccc23)C[C@@H](OCc2ccc(CO)cc2)O1	29.8%	2.8%	1.1%	9.7%	-4.3%	-0.7%	.	.
CC(=O)Nc1ccc(Nc2cc(C)nc3c(-c4ccccc4)c(C)nn23)cc1	-20.3%[46.1 µM]	6.3%	?	3.3%	-3.2%	0.0%	-6.9%	0.1%
CCC(C)[C@H](NC(=O)NCc1ccc(Cl)cc1)C(=O)OC (stereo partly specified)	0.6%[46.1 µM]	-18.3%[38.3 µM]	3.1%	7.8%	-6.0%	0.1%	-12.3%	-3.6%
CCCOC(=O)c1cc(-c2ccc(C=O)o2)ccc1Cl	-10.1%	-0.5%	-13.9%	8.4%	-12.7%	-3.2%	?	-1.0%
COC1(NC(=O)c2ccccc2)C(C)=CC(=O)C=C1C	14.5%	4.8%	-1.0%	-19.9%	-9.9%	1.1%	-27.8%	-2.8%
CCOC(=O)COc1ccc(S(=O)(=O)Nc2ccc(C)cc2)cc1	-17.0%[46.1 µM]	27.1%[38.3 µM]	5.4%	7.5%	-20.3%	-1.9%	26.3%	-4.5%
O=C1NN(c2ccc(F)c(Cl)c2)C(=O)/C1=C\c1cccc(OC(=O)c2cccs2)c1	-11.5%[46.1 µM]	17.9%[38.3 µM]	6.6%	-11.7%	i	2.2%	-14.4%	-2.3%
CC(C)(C)C1CCC(=NNC(=S)NCc2ccccc2)CC1 (stereo unspecified)	-40.2%	17.2%	2.6%	10.2%	i	-3.2%	-6.2%	-0.1%
O=c1cc(-c2ccccc2)nc(SCc2ccccc2F)[nH]1	6.0%	1.5%	11.8%	-4.8%	i	-2.1%	-8.0%	1.6%
COc1cc(C(C)=O)ccc1COc1ccc(C(=O)OCC(N)=O)cc1OC	27.4%	-8.5%	-4.1%	-7.3%	7.4%	1.1%	-35.7%[inhibitor]	5.9%
COc1cccc(C(C(=O)NC2CCCCC2)N(C(=O)c2ccco2)c2ccc(-n3cnnn3)c(C)c2)c1 (stereo unspecified)	-11.2%[46.1 µM]	9.1%	0.0%	6.8%	1.8%	-0.8%	-6.9%	0.3%
N#CC1=C(N)C(C#N)(C#N)[C@H](c2ccncc2)[C@H]2CN(C(=O)OCc3ccccc3)CC=C12	?	3.6%	?	14.8%	-0.2%	1.0%	-14.2%	3.0%
CC(C)OC(=O)c1ccc(OC(=O)c2cccnc2)cc1	-9.9%[46.1 µM]	26.7%[38.3 µM]	-0.3%	9.6%	-12.6%	0.9%	-1.9%	-3.6%
COc1ccccc1N1CCN(C(=O)CCc2ccc(S(=O)(=O)NC(C)C)cc2)CC1	1.0%[7.67 µM]	-23.9%[38.3 µM]	-6.8%	2.5%	i	1.5%	-16.6%	12.4%
Cc1cc(-c2ccccc2)n2nc(C)c(C#N)c2n1	0.2%[46.1 µM]	8.6%[38.3 µM]	?	-27.7%	-0.4%	1.0%	78.9%	-1.0%
Cc1cccc(NC(=O)C2(c3cccs3)CCOCC2)c1	18.3%	0.2%	7.4%	-9.4%	0.7%	-3.0%	22.2%	-0.5%
CN(C)Cc1ccccc1-c1nccc(N(C)C)n1	.	17.1%	?	-12.0%	-7.3%	0.1%	-25.3%	-1.8%
N#Cc1ccc(-c2cccnc2)nc1SCC(=O)Nc1sc2c(c1C#N)CCC2	-12.9%[46.1 µM]	3.9%	-2.4%	22.5%	-11.9%	?	5.8%	1.3%
Cc1ccc(S(=O)(=O)Nc2ccc(N3CCOCC3)cc2)cc1[N+](=O)[O-]	-6.5%	2.9%	-8.4%	14.1%	i	-0.1%	-12.0%	-2.4%
COc1ccc(CCNC(=O)CSc2nc3[nH]ncc3c(=O)n2-c2ccc(Br)cc2)cc1OC	-0.7%	-5.4%	1.1%	22.5%	-7.9%	4.3%	3.1%	0.5%

Just GoLoco inh red and KinaseGlo FLuc, for some of the entries so far:
| mol | GoLoco inh red | KinaseGlo FLuc |
| --- | --- | --- |
| CCCOC(=O)c1cc(-c2ccc(C=O)o2)ccc1Cl | 8.4% | -1.0% |
| COC1(NC(=O)c2ccccc2)C(C)=CC(=O)C=C1C | -19.9% | -2.8% |
| CCOC(=O)COc1ccc(S(=O)(=O)Nc2ccc(C)cc2)cc1 | 7.5% | -4.5% |
| O=C1NN(c2ccc(F)c(Cl)c2)C(=O)/C1=C\c1cccc(OC(=O)c2cccs2)c1 | -11.7% | -2.3% |
